PLK1 PBD inh = blocks phosphopeptide binding to human PLK1 polo-box domain; P53350; Plk1 PBD binding of FITC phosphopeptide, fluorescence polarization; Potency, µM, for the others: max response, negative = inhibition, actives largely listed as inhibitors; 360,000 tested, 2.8% active; AID 720504; also: potency is read from the fitted curve at half-maximal effect; series mostly up to about 57 µM; % is scaled to controls: 0 for no effect and ±100 for the full control effect; nearly all actives have a fitted effect of over 65% in size
Target sequence (P53350 whole entry, looked up, the tested form may be a part): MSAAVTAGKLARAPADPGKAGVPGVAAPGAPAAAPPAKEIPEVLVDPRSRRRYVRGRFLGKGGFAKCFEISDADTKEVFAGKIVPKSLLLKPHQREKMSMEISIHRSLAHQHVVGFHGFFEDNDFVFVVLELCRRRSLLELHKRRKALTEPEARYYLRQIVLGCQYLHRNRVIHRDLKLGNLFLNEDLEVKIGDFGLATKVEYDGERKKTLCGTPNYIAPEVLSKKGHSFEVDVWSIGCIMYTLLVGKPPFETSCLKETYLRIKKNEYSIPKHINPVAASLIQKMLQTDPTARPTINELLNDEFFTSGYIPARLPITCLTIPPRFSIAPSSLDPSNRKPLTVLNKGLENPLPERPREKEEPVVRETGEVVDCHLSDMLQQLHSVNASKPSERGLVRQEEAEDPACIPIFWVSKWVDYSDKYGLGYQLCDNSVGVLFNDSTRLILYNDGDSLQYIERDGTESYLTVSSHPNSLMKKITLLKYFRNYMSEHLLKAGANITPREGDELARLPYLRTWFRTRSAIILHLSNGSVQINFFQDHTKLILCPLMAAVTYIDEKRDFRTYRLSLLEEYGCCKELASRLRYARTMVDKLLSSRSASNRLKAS
CCT chaperon mod = cytosolic chaperonin activity modulation; 360,000 tested, 0.3% active; purified chaperonin ATPase assay, HTRF ADP detection, 30 min; AID 651819; activity change, % (no concentration beside the values), hits read low; in the data active = activity change below about -30%; also: % is scaled to controls: 0 for no effect and ±100 for the full control effect
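Enzyme 40 or 20 nM (batch-dependent) in Tris pH 7.4/KCl/MgCl2/DTT; cpd 76 uM single point; ATP 10 uM; 30 min 37 °C; Transcreener ADP HTRF detection, 30 min RT; ratio 665/615.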
EPAC1 antagonist = blocks human EPAC1 exchange factor; 360,000 tested, 0.14% active; EPAC1 GEF assay, Rap1b-BODIPY-GDP exchange fluorescence; O95398; Potency, µM (titrated, usually from 115 µM), without a hit: at the highest dose activity change, negative = inhibition, usual class: inhibitors;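 also: potency is read from the fitted curve at half-maximal effect; plate controls were vehicle for no effect and positive control for full effect; nearly all actives have a fitted effect of over 50% in size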
EPAC2 agonist = activates human EPAC2 exchange factor | AID 720711 | Potency, µM (series often up to 154 µM), inactives show at the top dose activation, usual class: activators | Q8WZA2 | 360,000 tested, 0.079% active | EPAC2 activation, biochemical qHTS; response scale: 100% = 6.5 mM cAMP response; also: potency is read from the fitted curve at half-maximal effect; nearly all actives have a fitted effect of over 50% in size
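Nucleotide exchange monitored as fluorescence drop when BODIPY-GDP leaves Rap1B. Reaction: 100 nM EPAC2, 250 nM RAP1B-BODIPY-GDP, 50 uM GDP, room temperature, kinetic read over 30 min. Activity expressed relative to 6.5 mM cAMP.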
EPAC1 ag = activates human EPAC1 exchange factor; O95398; EPAC1 agonist qHTS, biochemical assay; response scale: 100% = response to 6.5 mM cAMP; Potency, µM (series often up to 154 µM), for the others: at the top dose activation, actives largely listed as activators; 360,000 tested, 0.073% active; also: potency is read from the fitted curve at half-maximal effect; nearly all actives have a fitted effect of over 60% in size
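Fluorescent GDP-exchange assay: 100 nM EPAC1 with 250 nM Rap1B preloaded with BODIPY-GDP and 50 uM GDP; compounds tested as concentration series, 5 min at room temperature, then read every 5 min for 30 min (ex 480/em 540 nm); normalized to 6.5 mM cAMP.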
WRN helicase inh = inhibitors of human WRN helicase; AID 651768; Potency, µM (series often up to 114 µM), without a hit: at the top dose activity change, negative = inhibition, most hits filed as inhibitors; 360,000 tested, 0.46% active; WRN helicase unwinding, fluorescent forked duplex, kinetic; Q14191; also: potency is read from the fitted curve at half-maximal effect; % is scaled to controls: 0 for no effect and ±100 for the full control effect; nearly all actives have a fitted effect of over 55% in size
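WRN at 20 nM final preincubated with compound 15 min at room temperature; reaction started with 100 nM fluorophore/quencher forked duplex oligonucleotide and 2 mM ATP final. Unwinding followed kinetically by red fluorescence (ex 525, em 598 nm).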
IL2 activator = activators of IL-2. IL-2 activation reporter assay, cell-based qHTS; stimulated with anti-CD3/CD4/CD28 beads; in transgenic mouse T cells. activation, % (series mostly up to about 46 µM). 360,000 tested, 0.065% active; in the data active = activation above about 50%; inconclusive = mostly about 30% to 49%; also: 0% is about no effect
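Unstimulated transgenic mouse T cells; 60-min compound exposure; bead-based TCR/CD4/CD28 stimulation; 18 h culture, 37 degrees C; dual fluorescence (EGFP, DsRed) plate cytometry.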
PI5P4Ka inh = PI5P4K alpha (human) kinase inhibition; 330,000 tested, 1.2% active; PI5P4Kalpha enzyme, ADP-Glo luminescence, 60 min; hits give low values; AID 652105; max response, %; active = max response of -50% or lower; inconclusive = between -30% and -50%; inactive = -30% or higher; also: value at the top dose of about 77 µM; % is scaled to controls: 0 for no effect and ±100 for the full control effect
Target sequence (P48426 whole entry, looked up): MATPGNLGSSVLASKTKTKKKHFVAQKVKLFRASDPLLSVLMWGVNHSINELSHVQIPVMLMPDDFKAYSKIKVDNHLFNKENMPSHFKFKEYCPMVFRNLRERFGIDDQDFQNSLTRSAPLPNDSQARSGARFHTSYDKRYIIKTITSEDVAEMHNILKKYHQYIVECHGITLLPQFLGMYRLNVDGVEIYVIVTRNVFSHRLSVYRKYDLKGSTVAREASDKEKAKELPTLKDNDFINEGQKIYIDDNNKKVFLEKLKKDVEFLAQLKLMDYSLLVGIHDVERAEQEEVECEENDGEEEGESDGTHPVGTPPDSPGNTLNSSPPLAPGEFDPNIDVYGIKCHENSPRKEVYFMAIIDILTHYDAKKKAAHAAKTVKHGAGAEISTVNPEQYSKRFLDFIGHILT
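Reactions run in 0.038 M HEPES pH 7.4, 0.28 mM EGTA, 0.1% CHAPS and 5% DMSO, with PI5P4Kalpha, substrate, compound and 5 microM ATP final, one hour at room temperature. Readout is ADP-Glo luminescence.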
* hit, by the source's call; ? = inconclusive; / = no result given; [ ] = dose if it differs, or a comment. Unless noted, calls follow the shape of the dose curve; as a rule, active = well fitted curve in the direction sought with a large enough effect; inconclusive = small, poorly fitted or top-dose-only effect, or another doubt; inactive = no such curve, though single readings can be large; an effect the other way counts as inactive or inconclusive.

Below each SMILES – PLK1 PBD inh | CCT chaperon mod | EPAC1 antagonist | EPAC2 agonist | EPAC1 ag | WRN helicase inh | IL2 activator | PI5P4Ka inh
> COc1cc(-c2noc(C)c2C#Cc2ccccn2)cc(OC)c1OC
 : -6% | -11 | -16% | 13% | 7% | -1% | -0.7 | -4
> COC(=O)c1[nH]c(C)c(/C(O)=C2\C(=O)C(=O)N(CCN(C)C)C2c2cccs2)c1C (configuration not stated)
 : -1% | -2.3 | 2% | 1% | 1% | -1% | -2.3 | /
> CC(C)C(=O)Nc1cc(S(=O)(=O)Nc2cccc(Cl)c2)ccc1Cl
 : 2% | 1.9 | -12% | 11% | -3% | -7% | 0.5 | -1
> O=C(OCc1ccccc1F)c1cnc(Cl)c(Cl)c1
 : -18% | 0.7 | -3% | 18% | 10% | -3% | -0.3 | 11
> Cc1cccc(C(C)C)c1NC(=O)CSc1ncnc2[nH]ncc12
 : -11% | -1.3 | 10% | 0% | -4% | -2% | -0.7 | -9
> CCOc1ccc(-c2c(C(=O)N/N=C/c3ccc(O)cc3)nnn2-c2nonc2N)cc1
 : 3% | 1.0 | 4% | -8% | -5% | -7% | 1.4 | 5
> COc1ccccc1CN1CC(C(=O)N(C)Cc2ccc(C)o2)CCC1=O (configuration not stated)
 : -11% | 0.2 | 9% | 1% | 0% | -3% | 0.2 | 3
> COc1cc(CNCc2ccccc2)ccc1OCC(O)c1ccccc1 (configuration not stated)
 : -6% | 0.7 | -5% | 9% | 3% | -2% | -0.1 | -10
> CCCc1c2c(cc3c(=O)cc(C(=O)OCC)oc13)CCCC2
 : 21µM* | -2.0 | -10% | 2% | -14% | 4% | -0.5 | -9
> CCN1C(=O)N[C@@H](c2cccc(C(F)(F)F)c2)C(C(=O)OC)=C1C
 : -5% | -3.5 | -6% | 6% | -13% | -3% | -0.5 | -5
> CC(C)(C)NC1=NCCNC(c2ccccc2)=C1
 : 3% | 0.4 | 0% | 0% | -5% | -9% | -2.8 | -1
> CCOc1cccc(C(=O)Nc2ccc(N3CCN(S(C)(=O)=O)CC3)cc2)c1
 : -3% | 2.5 | 7% | 5% | 4% | -7% | 0.3 | 13
> CC1CCCN(S(=O)(=O)c2ccc3c(c2)n(C)c(=O)c(=O)n3C)C1 (configuration not stated)
 : 1% | -1.5 | 8% | 8% | 12% | 1% | 0.0 | 0
> COc1cccc(C(=O)COC(=O)c2n[nH]c(=O)c3ccccc23)c1
 : -7% | -0.1 | 1% | 3% | 2% | -5% | -0.6 | 2
> COc1ccc(C(=O)CN(Cc2ccccc2)C2=NCCS2)cc1
 : -9% | -14 | -26% | 1% | 7% | 4% | -5.9 | -4
> CCN1C(=O)[C@H]2[C@H]3CN=C(SC)N3[C@@](CC)(C(=O)OC)[C@H]2C1=O
 : -21% | -1.9 | -17% | 12% | -24% | 10% | 0.5 | -3
> Cc1nnc(NC(=O)CC(CN(C)S(=O)(=O)c2ccccc2)c2ccccc2)s1 (configuration not stated)
 : -7% | -4.8 | -6% | 1% | -11% | -1% | -0.8 | -5
> O=C(CCC(=O)OC(C(=O)c1ccccc1)c1ccccc1)Nc1ccccc1 (configuration not stated)
 : 0% | 0.7 | 3% | 0% | -4% | 0% | -0.6 | 0
> O=S(=O)(Nn1cnnc1)c1ccccc1Cl
 : 27µM* | -2.0 | 9% | -1% | 3% | 11% | 1.8 | -3
> Cc1ccc(C(=O)N2[C@@H]3CN(C)C(=O)[C@@]2(C)[C@H]2C(=O)N(Cc4ccccc4)C(=O)[C@@H]32)cc1
 : -1% | -0.4 | 5% | 3% | 5% | 5% | -0.1 | 4

Limited to PLK1 PBD inh (4 entries from above):
Compound,PLK1 PBD inh
CCN1C(=O)[C@H]2[C@H]3CN=C(SC)N3[C@@](CC)(C(=O)OC)[C@H]2C1=O,-21%
Cc1nnc(NC(=O)CC(CN(C)S(=O)(=O)c2ccccc2)c2ccccc2)s1 (configuration not stated),-7%
O=C(CCC(=O)OC(C(=O)c1ccccc1)c1ccccc1)Nc1ccccc1 (configuration not stated),0%
O=S(=O)(Nn1cnnc1)c1ccccc1Cl,27µM*

(cont.)
compound | PLK1 PBD inh | CCT chaperon mod | EPAC1 antagonist | EPAC2 agonist | EPAC1 ag | WRN helicase inh | IL2 activator | PI5P4Ka inh
CCOC(=O)c1cc(S(=O)(=O)N2CCN(C(=O)OCC)CC2)cn1C | -7% | -2.3 | 1% | -1%[15.6 µM] | 8% | 10% | 0.1 | -7
O=C(CSc1nnc(-c2ccccn2)n1Cc1ccccc1)NC1CCCC1 | -12% | -1.4 | 7% | 5% | 7% | -7% | -2.5 | -2
Oc1cc(O)c2c(c1)OC(c1ccc(O)c(O)c1)C(O)C2 (configuration not stated) | -5% | -1.2 | -9% | -1% | -14% | -10% | 0.5 | 3
COc1ccc(OC)c(NC(=O)CSc2nnc(CNC(=O)c3cccs3)o2)c1 | -20% | -2.2 | 0% | 9% | -5% | 2% | -2.6 | 2
O=c1c(Cc2ccccc2O)c(O)nc2n1CCCS2 | 1% | 1.0 | 24% | 3% | -10% | -4% | -0.5 | -1
Cc1cc(C)c(OCCN2C(=O)NC(C)(C)C2=O)c(Cl)c1 | 1% | -0.8 | 7% | -4% | 8% | -1% | -1.1 | 7
CCOc1cc2[nH]c(=S)n(CCCN3CCOCC3)c(=O)c2cc1OCC | -4% | -2.5 | 1% | 6% | 8% | 8% | -0.9 | /
CCOC(=O)c1c(C(F)(F)F)cc(-c2ccc(F)cc2)nc1C | -3% | 0.0 | 9% | -13% | -9% | -17% | -0.7 | 12
C(=N\Nc1nccc(-c2cccnc2)n1)/c1ccccc1 | -18% | 0.9 | -21% | 6% | -13% | -11% | -0.2 | -10
COC(=O)COc1coc(CN2CCN(c3cccc(Cl)c3)CC2)cc1=O | -10% | -0.8 | 16% | -3% | -2% | -8% | -2.4 | 0
CCN1CCN(S(=O)(=O)c2c(C)[nH]c(C)c2C(=O)N2CCCCC2)CC1 | -9% | -0.9 | 2% | 8% | 1% | 1% | -2.7 | -1
NC(=O)C1CCN(c2ncccc2[N+](=O)[O-])CC1 | 2% | -14 | 10% | 10% | 6% | 9% | 3.3 | 2
COc1ccc(OC)c(NC(=O)C(=O)NCc2ccncc2)c1 | -5% | -4.0 | -1% | 4% | 3% | -8% | -3.5 | 0
Cc1ccc(C)c(NC(=O)CCN2CC(C)OC(C)C2)c1 (configuration not stated) | -7% | -3.8 | 11% | -75%[15.6 µM] | -7% | 4% | 0.7 | 2
COc1ccc(-c2noc(N3CCC(C(=O)NCCCN4CCCC(C)C4)CC3)n2)cc1 (configuration not stated) | 1% | 0.0 | 1% | -3% | -1% | 1% | -2.1 | -3
CCOc1ccc(NC(=O)CN(C)C(=O)C2CSC3(C)CCC(=O)N23)cc1OCC (configuration not stated) | 4% | 1.9 | -1% | -1% | -4% | 6% | 0.7 | 4
O=C(C=Cc1ccccc1)c1c[nH]c2ccccc2c1=O | -16% | -1.8 | 79µM* | 4% | 0% | -11% | -0.7 | 4
C[C@H](CO)N1C[C@H](C)[C@@H](CN(C)S(C)(=O)=O)Oc2ccc(NC(=O)CCN3CCOCC3)cc2C1=O | -18% | 0.5 | -7% | 7% | -14% | 5% | 0.1 | -3
CCOC(=O)C1CCN(c2ncnc3cc(OC)c(OC)cc23)CC1 | -11% | -1.5 | -5% | 9% | 0% | 1% | -4.3 | 0
CCOc1ccc(Cn2nnc(C(=O)NCc3ccccc3)c2N)cc1 | -4% | -0.5 | ? | -5% | -9% | -3% | 0.4 | 1
O=Cc1ccccc1Oc1nc(N2CCOCC2)nc(N2CCOCC2)n1 | -9% | 1.8 | -10% | 1% | -7% | -6% | -3.4 | 3
O=C1c2ccccc2C(=O)N1S(=O)(=O)c1ccccc1 | -23% | -1.3 | -8% | 5% | -9% | 9% | -1.3 | -1
COc1ccc(OCc2cc(C(=O)N(C)Cc3cnccn3)no2)c(Cl)c1 | -3% | 2.1 | -4% | 5% | -1% | -5% | -2.9 | 7
COc1ccc(OC)c(N=c2ssnc2Cl)c1 | 2.7µM* | -0.3 | -2% | 9% | 6% | 56µM* | 2.3 | -64*
C/C(=C/C(=O)Nc1cccc(F)c1)N1CCCC1 | -6% | 2.0 | 11% | 1% | 4% | -10% | 3.8 | 0

Additional entries follow:
compound | PLK1 PBD inh | CCT chaperon mod | EPAC1 antagonist | EPAC2 agonist | EPAC1 ag | WRN helicase inh | IL2 activator | PI5P4Ka inh
CS(=O)(=O)N(CC(=O)NC1CCCCC1)c1cccc(F)c1 | -5% | 0.4 | 4% | 7% | -8% | 0% | -2.3 | -6
COc1ccc(/C=N/NC(=O)CNC(=O)c2ccncc2)cc1OC | 0% | 0.4 | 4% | 1% | 3% | 7% | 1.0 | -10
CC(C)n1nnnc1SCC(=O)c1c(N)n(C2CC2)c(=O)[nH]c1=O | -22% | -2.5 | -1% | 6% | 11% | 3% | 0.6 | -3
CCOC(=O)[C@H]1[C@H]2COc3cc(OC)ccc3[C@@H]2N2C(=O)N(c3ccc(Br)cc3)C(=O)[C@@]12C | -6% | -1.3 | 1% | 18% | 2% | 6% | -0.4 | -7

Single records (already shown). Order of screens: PLK1 PBD inh | CCT chaperon mod | EPAC1 antagonist | EPAC2 agonist | EPAC1 ag | WRN helicase inh | IL2 activator | PI5P4Ka inh
COc1ccc(/C=N/NC(=O)CNC(=O)c2ccncc2)cc1OC across the screens: 0% | 0.4 | 4% | 1% | 3% | 7% | 1.0 | -10
CS(=O)(=O)N(CC(=O)NC1CCCCC1)c1cccc(F)c1 across the screens: -5% | 0.4 | 4% | 7% | -8% | 0% | -2.3 | -6
CCOC(=O)[C@H]1[C@H]2COc3cc(OC)ccc3[C@@H]2N2C(=O)N(c3ccc(Br)cc3)C(=O)[C@@]12C across the screens: -6% | -1.3 | 1% | 18% | 2% | 6% | -0.4 | -7

High-throughput results: PubChem BioAssay, National Center for Advancing Translational Sciences (NCATS)

Not all compounds are listed. The share of hits here may be higher or lower than overall.
